proCasp7 act: counter-screen: procaspase-7 (human) activation | P55210 | recombinant procaspase-7, Ac-DEVD-pNA absorbance 405 nm; D23A/D198A/D206A triple mutant, cannot self-cleave; scale: DMSO 0, 5 µM enzyme 100 | activation, % at 8.5 µM | hit rate 0.093% among 330,000 | AID 463210;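 active = percent activation above the screen-wide mean plus 3 SD, cut at about 25% in these data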
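Assay system – Uncleavable procaspase-7 mutant enzyme · Quantity – 2 µM procaspase-7 mutant as dispensed · Times – 1 h preincubation, 2 h reaction · Dosing – single nominal 8.5 µM compound dose, 0.8% DMSO final · Buffer or medium – Zinc-free 50 mM HEPES buffer, pH 7.4, with NaCl and Triton X-100 · Detection – Epi-absorbance of released pNA at 405 nm, two timepoints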
JMJD2C inh: blocks human GASC-1 demethylase activity. inhibition, % at 2.35 µM. GST-JMJD2C(1-420) H3K9me3 demethylation, DELFIA europium. hit rate 0.069% among 330,000. AID 2099. Q9H3R0;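 active = more than half of a compound's replicate wells show inhibition beyond 50%, single wells judged on their own value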;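 also: signal counts dimethyl H3K9 product captured on neutravidin plate; 0% = median of DMSO wells and 100% = 0.3 times that DMSO median; strong numbers were not always called active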
VLA-4 inh: inhibition in a human VLA-4 binding assay | inhibition, % (about 7 µM as worked out from the volumes in the protocol) | hit rate 0.2% among 330,000 | VLA-4 expressing cells, ligand binding flow cytometry; in the data active = inhibition above about 50%
Target sequence (P13612 whole entry, looked up): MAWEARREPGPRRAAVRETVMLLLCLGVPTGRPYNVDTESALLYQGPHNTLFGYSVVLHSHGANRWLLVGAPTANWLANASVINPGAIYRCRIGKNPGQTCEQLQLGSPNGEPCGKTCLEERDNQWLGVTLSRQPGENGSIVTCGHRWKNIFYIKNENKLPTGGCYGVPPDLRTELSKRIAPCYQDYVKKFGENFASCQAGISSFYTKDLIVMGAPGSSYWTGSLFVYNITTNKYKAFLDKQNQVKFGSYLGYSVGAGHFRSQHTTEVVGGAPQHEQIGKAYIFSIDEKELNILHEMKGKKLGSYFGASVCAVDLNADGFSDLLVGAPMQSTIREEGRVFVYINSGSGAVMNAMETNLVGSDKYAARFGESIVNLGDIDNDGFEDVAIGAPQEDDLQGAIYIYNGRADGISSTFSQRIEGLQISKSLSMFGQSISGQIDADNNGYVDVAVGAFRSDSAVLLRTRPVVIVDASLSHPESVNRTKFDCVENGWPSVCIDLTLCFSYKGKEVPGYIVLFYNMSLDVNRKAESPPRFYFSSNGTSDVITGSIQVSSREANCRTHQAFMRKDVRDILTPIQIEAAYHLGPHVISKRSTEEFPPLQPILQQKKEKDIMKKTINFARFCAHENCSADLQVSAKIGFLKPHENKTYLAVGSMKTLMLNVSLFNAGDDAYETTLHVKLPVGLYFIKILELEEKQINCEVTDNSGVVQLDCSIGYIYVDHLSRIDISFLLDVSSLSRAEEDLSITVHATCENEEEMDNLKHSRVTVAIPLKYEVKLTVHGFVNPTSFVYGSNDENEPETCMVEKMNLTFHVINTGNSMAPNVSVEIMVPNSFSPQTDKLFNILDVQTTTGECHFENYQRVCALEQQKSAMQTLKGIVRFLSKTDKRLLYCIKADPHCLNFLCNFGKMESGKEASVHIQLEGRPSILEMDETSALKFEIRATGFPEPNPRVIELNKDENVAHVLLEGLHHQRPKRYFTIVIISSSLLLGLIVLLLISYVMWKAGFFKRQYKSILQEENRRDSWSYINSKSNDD
PP1 counter: counter-screen for PP5 inhibitors: inhibitors of human PP1-alpha. inhibition, % at 6.7 µM. purified PP1alpha, OMFP fluorescence. hit rate 0.9% among 320,000;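 active = inhibition above the mean inhibition of all tested compounds plus 3 SD, computed separately for each screening campaign, cut at about 15% in these data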
proCasp3 act: activators of human procaspase-3 | recombinant procaspase-3 D3A, Ac-DEVD-pNA absorbance 405 nm | activation, % at 8.5 µM | hit rate 0.11% among 330,000 | AID 463141;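 active = activation above the mean of all tested compounds plus 3 SD, cut at about 21% in these data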;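 also: 0% = DMSO alone and 100% = DMSO wells spiked with extra 5 µM PC-3 D3A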
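System: Procaspase-3 D3A mutant. Medium: Zinc-free 300 mM NaCl, 50 mM HEPES, 0.01% Triton X-100. Schedule: 1 h preincubation plus 2 h reaction at 25 °C. Measured by: 405 nm absorbance of p-nitroaniline, reads at 0 and 120 min. Read-out: percent activation relative to control range.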
CTSL1 counter: counter-screen for PFM18AAP inhibitors: inhibitors of F. hepatica cathepsin L1; hit rate 0.49% among 300,000; recombinant F. hepatica cathepsin L1, Z-Leu-Arg-MCA fluorescence; inhibition, % at 5.96 µM;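 active = inhibition above the mean of all tested compounds plus 3 SD, set per screening campaign, cut at about 17% in these data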;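 also: 0% = plate median of test compound wells and 100% = 1 µM Z-Phe-Ala-diazomethylketone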
GRK2 aptamer HTS: blocks RNA aptamer binding to human GRK2 | bead flow cytometry, FAM-aptamer displacement from GRK2 | hit rate 0.59% among 330,000 | inhibition of aptamer binding, % at 10 µM | P25098;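 active = inhibition of aptamer binding above 40%, roughly 3 SD of noise, on plates passing a quality check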;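 also: median bead fluorescence of bound FAM aptamer so fluorescent compounds give negative values; no value below 0 was filed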
PP5 primary: inhibitors of human protein phosphatase 5 (PP5). inhibition, % at 6.7 µM. purified PP5c, OMFP substrate fluorescence. P53041. AID 1987. hit rate 0.18% among 320,000;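 active = inhibition above the campaign's mean inhibition across all tested compounds plus 3 SD, cut at about 9.5% in these data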;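 also: 0% = DMSO only and 100% = 100 µM cantharidin control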
core dimer inh: HCV core protein dimerization inhibition; TR-FRET GST/Flag-core106 dimerization, 1536-well; inhibition, % at 5 µM; hit rate 0.33% among 300,000; AID 1899;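 active = inhibition above the mean of all tested compounds plus 3 SD, set per screening campaign, cut at about 45% in these data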
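Test system: GST/Flag-tagged HCV core106 proteins; Medium: KF-containing HEPES buffer, pH 7.45, DTT, CHAPS, BSA; Times: compound-protein-antibody incubation 4 h at 22.5 °C; Detection: TR-FRET 671 and 617 nm emission; Benchmarks: wells lacking GST-core106 and wells with excess unlabelled core106.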
* hit, by the source's call; · = not tested or not shown. Compounds were not picked by outcome, and some 2.6% of all compounds hit somewhere here.

SMILES	proCasp7 act	JMJD2C inh	VLA-4 inh	PP1 counter	proCasp3 act	CTSL1 counter	GRK2 aptamer HTS	PP5 primary	core dimer inh
CCc1cc2c(NCC3CCCO3)ncnc2s1 (configuration not stated)	0	52	8	0	5	0	2	-0.4	-1
Cc1csc(SCC(=O)NC2CCCC2)n1	7	·	5	-1	-1	·	0	0.2	·
CCn1c2ccccc2c(=O)c2ccccc21	-5	4	-1	-6	-10	4	4	-6.1	-3
CC(C)Cn1[nH]c2c3c(ccc2c1=O)C(=O)c1ccccc1C3=O	-2	-5	-5	-1	4	0	0	3.4	-57
COc1cc2c(N3CCOCC3)cc(O)c(CC(=O)Nc3ccccc3)c2cc1OC	0	-181	9	-4	-9	1	4	4.8	-17
Cc1ccc(S(=O)(=O)NCCOCCNS(=O)(=O)c2ccc(C)cc2)cc1	7	5	4	-4	4	9	3	1.2	3
Cc1ccc(C(=O)CCC(=O)Nc2ccc(C)cn2)cc1	6	-10	25	-6	6	·	0	0.9	·
COc1ccc(NC(=O)CCNC(=O)Cn2cnc3ccccc3c2=O)cc1OC	9	-5	30	3	1	-5	0	1.9	-6
CCCn1c(N)c(C(=O)CSc2nnc(C3CC3)n2-c2ccccc2)c(=O)[nH]c1=O	-4	6	-4	-5	-5	·	2	-1.4	·
CC1=Nc2ccccc2N=C(NC(=O)c2ccccc2)C1c1ccccc1 (configuration not stated)	-9	6	5	3	7	1	5	4.5	7
CCN(CC(=O)Nc1c(F)cccc1F)C(=O)CCN1C(=O)C2CCCCC2C1=O (configuration not stated)	9	3	-5	0	7	-8	2	-0.9	4
COc1cc(NC(=O)c2ccco2)c(OC)cc1NC(=O)Nc1cccc(Cl)c1	0	6	13	0	0	2	0	3.0	-8
COc1ccc(OC)c(NC(=O)c2cc(OC(C)=O)cc(C(=O)Nc3cc(OC)ccc3OC)c2)c1	3	15	-6	-1	5	-8	3	2.6	13
CC(=O)Nc1ccc(NC(=O)c2nccnc2C(=O)O)cn1	-6	-2	8	-1	-4	2	3	3.0	1
O=C(Cc1ccccc1)N/N=C/c1cccn1-c1ccc([N+](=O)[O-])cc1	8	7	4	1	1	2	0	-0.2	23

Molecules from the list above that contain nitrogen in an aromatic ring (9):
SMILES	proCasp7 act	JMJD2C inh	VLA-4 inh	PP1 counter	proCasp3 act	CTSL1 counter	GRK2 aptamer HTS	PP5 primary	core dimer inh
CCc1cc2c(NCC3CCCO3)ncnc2s1 (configuration not stated)	0	52	8	0	5	0	2	-0.4	-1
Cc1csc(SCC(=O)NC2CCCC2)n1	7	·	5	-1	-1	·	0	0.2	·
CCn1c2ccccc2c(=O)c2ccccc21	-5	4	-1	-6	-10	4	4	-6.1	-3
CC(C)Cn1[nH]c2c3c(ccc2c1=O)C(=O)c1ccccc1C3=O	-2	-5	-5	-1	4	0	0	3.4	-57
Cc1ccc(C(=O)CCC(=O)Nc2ccc(C)cn2)cc1	6	-10	25	-6	6	·	0	0.9	·
COc1ccc(NC(=O)CCNC(=O)Cn2cnc3ccccc3c2=O)cc1OC	9	-5	30	3	1	-5	0	1.9	-6
CCCn1c(N)c(C(=O)CSc2nnc(C3CC3)n2-c2ccccc2)c(=O)[nH]c1=O	-4	6	-4	-5	-5	·	2	-1.4	·
CC(=O)Nc1ccc(NC(=O)c2nccnc2C(=O)O)cn1	-6	-2	8	-1	-4	2	3	3.0	1
O=C(Cc1ccccc1)N/N=C/c1cccn1-c1ccc([N+](=O)[O-])cc1	8	7	4	1	1	2	0	-0.2	23

Other structures:
SMILES	proCasp7 act	JMJD2C inh	VLA-4 inh	PP1 counter	proCasp3 act	CTSL1 counter	GRK2 aptamer HTS	PP5 primary	core dimer inh
CSc1ncc(Cl)c(C(=O)Nc2nnc(SC)s2)n1	0	4	9	-2	-8	1	0	3.0	8
CN1CCN(CC(=O)Nc2ccc([N+](=O)[O-])cc2Br)CC1	10	-10	20	-5	2	1	1	1.1	-6
CC(C)CCN1C(=O)c2ccc(C(=O)NCc3ccco3)cc2C1=O	-5	3	2	6	-2	3	0	2.5	2
CC1=NN(c2ccc(Br)cc2)C(=O)/C1=C/c1cccs1	-6	-27	17	-1	-2	3	1	6.9	-6
COC(=O)[C@@H](NC(=O)N1CCN(c2cccc(C(F)(F)F)c2)CC1)C(C)C	7	-4	4	-2	8	2	6	-0.9	3
O=C1CC(c2ccc(Cl)cc2)CC(O)=C1C=NCCN1CCNCC1 (configuration not stated)	-1	13	19	-4	8	0	0	0.6	-3
COc1cccc(CNC(=S)NC2CCCC2)c1	7	-1	7	1	8	-6	4	2.0	-4
CCCCn1nc(C(=O)NC2=NCCS2)c2ccccc2c1=O	0	0	-8	2	-5	1	1	1.0	-6
Cc1ccc(OC(C)C(=O)Nc2ccc(S(=O)(=O)Nc3cc(C)on3)cc2)cc1 (configuration not stated)	-7	-5	-7	-1	0	4	1	-0.5	2
Cc1cc(OCC(=O)Nc2ccncc2)ccc1Cl	-1	-9	12	-3	-6	0	1	1.9	3
CCOC(=O)[C@@H]1[C@H]2COc3ccccc3[C@@H]2N2C(=O)N(c3cccc(C)c3)C(=O)[C@@]12C	8	6	17	·	-6	·	6	·	·
Cc1ccc(C(=O)Oc2ccc(N3C(=O)CCC3=O)c(C)c2)cc1	0	1	16	-3	2	-1	0	-1.5	-3
COc1ccc(N2CCN(C(=O)CN3C(=O)NC4(CCCc5ccccc54)C3=O)CC2)cc1 (configuration not stated)	8	0	6	-4	8	5	4	0.8	-2
CCC(C)N(C(=O)COC(=O)c1ccc(=O)n(Cc2ccccc2)n1)C1CCS(=O)(=O)C1 (configuration not stated)	-1	17	1	-6	3	2	0	-0.1	0
C=CCNC(=O)COC(=O)CNC(=O)c1cc(Cl)cc([N+](=O)[O-])c1	3	-3	8	1	1	-1	1	0.4	1
Cc1cc(C)nc(NC(=O)NS(=O)(=O)N2CCCCCC2)n1	-6	-28	0	-3	4	-1	1	-0.2	-5
O=C(CS(=O)(=O)c1cn(CC(=O)N2CCCC2)c2ccccc12)Nc1ccccc1	-5	-4	-5	-1	0	-2	0	-0.9	14
O=C(CS(=O)(=O)Cc1ccccc1)Nc1ccc(Cl)cn1	3	5	1	-1	-2	-9	0	-3.2	-4
COCCNC(=O)CN(Cc1ccc(Cl)cc1)S(C)(=O)=O	-2	13	4	2	1	-1	1	-1.2	-1
CCOC(=O)N1CCN(C(=O)CCCCn2c(=S)[nH]c3ccsc3c2=O)CC1	-2	-2	-7	-3	-10	4	0	0.5	-5
CCOc1c2ccc(C(=O)NCc3ccc4c(c3)OCO4)cc2nn1CCOC	0	-1	1	-7	5	2	2	0.6	5
CC1=NN(C(C#N)c2ccccc2C)C(C)(C)C1 (configuration not stated)	1	10	2	0	-3	-2	0	2.1	-1
COc1ccc2oc(=O)c(C(=O)OCc3ccccc3)cc2c1	3	-2	6	-4	-9	4	1	-0.4	3
COc1cc(OC)cc(-c2c(-c3ccc(F)cc3)c3cc(-c4ccc5cc[nH]c5c4)ccc3n2C)c1	-1	0	0	-2	6	·	1	0.7	·
O=C(CCn1c(=O)[nH]c2ccsc2c1=O)N1CCN(c2ccc([N+](=O)[O-])cc2)CC1	-7	7	-2	-1	-15	3	1	1.6	-3
O=C(O)CCCCCCCCCCCNC(=O)NC12CC3CC(CC(C3)C1)C2	1	1	-3	4	7	·	3	-0.9	·
Cc1ccc(C(=O)OCC(=O)NCc2ccco2)cc1	-2	-2	-5	-2	-3	-6	1	0.3	9
N/C(=N\OC(=O)COc1ccccc1)c1cccnc1	-5	1	-23	1	1	-8	0	0.9	-4
O=C(Nc1cccnc1N1CCOCC1)c1cccs1	7	6	25	-2	-8	-2	0	-1.4	-2
CCc1cc2c(=O)c(-c3ccc(F)cc3)c(C)oc2cc1OCC(=O)O	2	-1	-10	-8	-5	0	2	-0.2	1

4 compounds out of the list, arranged by length of the SMILES, low to high:
SMILES	proCasp7 act	JMJD2C inh	VLA-4 inh	PP1 counter	proCasp3 act	CTSL1 counter	GRK2 aptamer HTS	PP5 primary	core dimer inh
O=C(Nc1cccnc1N1CCOCC1)c1cccs1	7	6	25	-2	-8	-2	0	-1.4	-2
Cc1ccc(C(=O)OCC(=O)NCc2ccco2)cc1	-2	-2	-5	-2	-3	-6	1	0.3	9
COc1ccc2oc(=O)c(C(=O)OCc3ccccc3)cc2c1	3	-2	6	-4	-9	4	1	-0.4	3
O=C(O)CCCCCCCCCCCNC(=O)NC12CC3CC(CC(C3)C1)C2	1	1	-3	4	7	·	3	-0.9	·

Next section
SMILES	proCasp7 act	JMJD2C inh	VLA-4 inh	PP1 counter	proCasp3 act	CTSL1 counter	GRK2 aptamer HTS	PP5 primary	core dimer inh
Cc1cccn2cc(CCNC(=O)c3ccco3)nc12	2	5	-3	-5	-6	0	0	1.6	-1
O=[N+]([O-])c1ccc2[nH]c(O)c(N=NC3CS(=O)(=O)CC3O)c2c1 (configuration not stated)	5	9	1	-3	0	6	1	3.6	-3
O=C1C=C(c2ccc(F)cc2OCc2ccccc2)C[C@@H](c2ccc(Cl)cc2)C1	0	0	0	6	-1	·	7	1.0	·
Cc1ccc(NC(=O)Nc2ccc3c(c2)C(=O)OC3)cc1Cl	-6	3	16	0	1	-2	2	-2.6	-1
Cc1ccccc1C(=O)N1CCN(c2ccc(NC(=O)c3ccccc3[N+](=O)[O-])cc2)CC1	2	0	0	0	2	1	0	1.5	4
O=C(O)CSC1CC(=O)N(c2cccc(Cl)c2)C1=O (configuration not stated)	-14	2	10	-2	-16	-1	0	0.4	0
CC(C)CCNCC1OCc2ccccc2CO1	12	14	-19	0	1	3	6	-0.6	-7
O=C(CNC(=O)c1ccc(Br)cc1)NC1CC1	3	-7	-5	-2	6	·	4	1.7	·
Cc1cc(C)cc(OCc2nnc(SCC(=O)Nc3ccccc3)o2)c1	12	-2	14	2	-1	3	0	3.3	-3
O=C(O)CCC(NC(=S)Nc1ccccc1)C(=O)O (configuration not stated)	-2	3	-1	1	-6	7	0	-2.4	2
Cc1ccc(C)c(C(=O)CCC(=O)NNC(=O)c2cccs2)c1	9	-2	1	·	11	·	0	·	·
C=CCN1C(=O)c2ccc(C(=O)NCC(c3ccccc3)N(C)C)cc2C1=O (configuration not stated)	1	28	19	1	0	-1	2	-2.5	-7
CCOc1ccc(CCNC(=O)c2cc(C)on2)cc1OCC	4	-1	1	-2	3	1	0	1.6	-2
CN(C)S(=O)(=O)c1ccc(Cl)c(C(=O)OCC(=O)NC(=O)c2cccn2C)c1	7	8	1	-3	5	-7	4	-1.6	16

Assay outcomes deposited in PubChem by several laboratories.
